# Yfh1-off respiration – enhancers of respiration in Yfh1-depleted yeast, dose response, Friedreich's ataxia, plus single-dose screen (AID 1465); S. cerevisiae Yfh1-off respiration, WST-1 reduction, 72 h; higher fold induction means a stronger effect; fold induction at 50 µM; hits with a dose series show EC50 in µM; hit rate 0.074% among 220,000;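 active = fold induction of absorbance versus untreated yeast above a set limit, then at least 30% activation at any dose in follow-up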;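 note: activators that raise dye reduction in frataxin-depleted yeast; strong numbers were not always called active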
# Dynein cargo inh – inhibitors of GR-EGFP nuclear translocation, primary screen, dynein cargo transport inhibitor project, imaging, high-content, 3617.4 mouse cells; test concentration mostly 20 µM; stimulated with dexamethasone, 1 µM; hits give low values; z-score, hits read low; hit rate 0.47% among 220,000; AID 1381, 2008;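 active = plate z-score of nuclear minus cytoplasmic receptor signal below a set negative limit, without overly bright fluorescence or cell loss, cut at about -3.5 in these data, passing the limit was not always enough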;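 note: z-score of nuclear minus cytoplasmic ring GR-EGFP intensity difference per well; some compounds called inactive have numbers as strong as hits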
#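 Buffer or medium – tet-free medium with charcoal-stripped serum · Signal – automated 10x imaging of fixed Hoechst-stained cells · Also added – dexamethasone agonist, 1.0 µM final, for 30 min · Incubation – induction 48 h, compound 1 h, agonist 30 min · Read-out – GR-EGFP nuclear translocation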
# Insulin prom up – insulin promoter activators in MIN6 cells, imaging, high-content screening, mouse beta cells; MIN6 insulin promoter-GFP reporter; hits give high values; z-score at 5 µM; hit rate 0.3% among 190,000;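 active = z-score above 3 at 5 µM with at least 500 cells counted in the well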
# WT yeast gro inh – growth inhibition of WT strain, primary screen, mitochondrial fusion inhibitor project, WT and mutant strains, chemical genetic; inhibition, % at 10 µM; hit rate 2.1% among 190,000; AID 1362, 2008; mitochondrial fusion phenotypic screen; in the data active = inhibition above about 58%; tested in S. cerevisiae
# HEK293 NOD2/NF-kB – NOD2 signaling inhibitors, cell-based, luminescence, uHTS, HEK293 (AID 1566); HEK293 NOD2/NF-kB luciferase reporter, luminescence; higher % means a stronger effect; one-dose inhibition, % at 4 µM; EC50 in µM for titrated hits; hit rate 0.63% among 290,000; in the data active = inhibition above about 50%; note: many of its hits are not listed in these tables
# MT stabilizer – microtubule stabilizers in HeLa cells, primary screen, imaging, high-content imaging; HeLa tubulin immunostaining HCS, 24 h; share of cells brighter than vehicle mean+2SD; % tubulin-high responders, % at 10 µM; hit rate 0.83% among 200,000; AID 2205, 2009;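 active = plate Z-score above 3 for both tubulin-high and condensed-nucleus cell shares, with cell loss under 80%, at 10 µM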;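 note: anti alpha tubulin signal scored within the nucleus-defined area of each cell; some results filed as inactive read as strong as hits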
# Autophagy HCS – autophagy modulators in MEF cells, primary screen, imaging, high-content, MEF GFP-LC3; MEF GFP-LC3 puncta imaging; test concentration mostly 10 µM; calls only at 10 µM (by protocol); hit rate 0.98% among 190,000; AID 463193, 2010;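 active = percentage of spot-positive cells more than 3 SD above its plate mean, without a fluorescence outlier flag or 80% toxicity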;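 note: spot-positive cell cutoff set from DMSO-treated cells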
# Lipid droplet – inhibitors of hepatocyte lipid droplet formation, primary screen, imaging, high-throughput imaging, BODIPY stain | AML12 mouse hepatocytes, oleate lipid droplets | AID 1656, 2009 | inhibition, % at 6.5 µM | hit rate 0.4% among 240,000;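 active = lipid droplet intensity inhibited by at least 50%, with more than 500 cells counted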
#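 Assay system: AML12 mouse liver cells | Compound dosing: One dose, 6.5 µM compound | Read-out basis: Droplet intensity reduction, % inhibition | Measured by: Fluorescence imaging, 20x objective, two fields per well | Schedule: Overnight treatment with compound plus oleate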
# bCat nuc transl – modulators of beta-catenin nuclear translocation, primary screen, imaging, HeLa cells, immunofluorescence, high-content. nuclear translocation activity, % at 5 µM. hit rate 0.3% among 190,000. AID 1665, 2009;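 active = nuclear translocation activity above 50% at 5 µM, with a well cell count of 50 or more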;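 note: per-cell ratio of nuclear to cytoplasmic median beta-catenin stain intensity; plate controls were DMSO negative control for no effect and GSK-3 inhibitor IX positive control for full effect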
#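 Test system: human HeLa cells, endogenous beta-catenin. Times: 24 h compound exposure, 37°C. Measured by: beta-catenin immunofluorescence imaging with DAPI.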
# WT yeast gro inh mutant strain – recorded beside WT yeast gro inh, whose call it bears; inhibition, %; mitochondrial fusion phenotypic screen, mutant strain inhibition
# Dynein cargo inh cytoplasmic EGFP – recorded beside Dynein cargo inh, whose call it bears; z-score; measured here: cytoplasmic GR-EGFP intensity; hits give high values
# Dynein cargo inh nuclear GR-EGFP – second read-out of Dynein cargo inh, no call of its own (marks repeat the call); z-score; measured here: nuclear GR-EGFP intensity;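 lower value marks the stronger effect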
# Dynein cargo inh cell count – further read-out of Dynein cargo inh, marked with its call; z-score; measured here: cell count per field
# Insulin prom up cell count – also measured in Insulin prom up; calls as there; cell count; measured here: cytotoxicity, nuclei count;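 total cells summed across four imaged fields per well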
# Lipid droplet cells 6.5 µM – recorded beside Lipid droplet, whose call it bears; cell count; measured here: cell count, cytotoxicity flag;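 cells counted across two imaged fields per well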
# bCat nuc transl cell count 5 µM – further read-out of bCat nuc transl, marked with its call; cell count; measured here: cell count, cytotoxicity flag
# MT stabilizer Hoechst-high % – further read-out of MT stabilizer, marked with its call; % Hoechst-high responders; measured here: nuclear condensation Hoechst responders;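 share of cells brighter than vehicle mean plus two SD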
# MT stabilizer cytotoxicity % – recorded beside MT stabilizer, whose call it bears; toxicity, %; measured here: cytotoxicity by cell density;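 0% = mean cell density of plate MIN control wells and 100% = no cells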
# Autophagy HCS cell loss 18 h – recorded beside Autophagy HCS, whose call it bears; toxicity, %; measured here: cell loss, nuclei count;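 cell loss after 18 h compound exposure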
# Active calls of the source: *; i = inactive; · = not tested or not shown. These rows are one share of the data; the hit share may differ from the screen's.
SMILES,Yfh1-off respiration,Dynein cargo inh,Dynein cargo inh cytoplasmic EGFP,Dynein cargo inh nuclear GR-EGFP,Dynein cargo inh cell count,Insulin prom up,Insulin prom up cell count,WT yeast gro inh,WT yeast gro inh mutant strain,HEK293 NOD2/NF-kB,MT stabilizer,MT stabilizer Hoechst-high %,MT stabilizer cytotoxicity %,Autophagy HCS,Autophagy HCS cell loss 18 h,Lipid droplet,Lipid droplet cells 6.5 µM,bCat nuc transl,bCat nuc transl cell count 5 µM
Cc1cc(C(=O)OCC(=O)c2ccc3c(c2)OCCO3)c(C)o1,i,-0.61,-0.21,-0.3,0.73,-0.5,1459,11,-3,20%,1.0,1.1,3.3,i,0,·,·,-3.3,722
Cc1cc(C)nc(SCc2ccc(C(=O)N/N=C3\CC(C)CC(C)(C)C3)cc2)n1 (stereo not drawn),i,0.51,-0.29,0.13,0.23,-0.59,1519,-15,-4,-9%,3.2,3.6,6.6,i,0,-11,595,-2.3,1275
Cc1ccc(NC(=O)C2=CCN(S(=O)(=O)c3ccc(F)cc3)CC2)cc1,·,-0.45,-0.19,0.57,0.18,0.33,1365,6,-21,7%,2.4,2.2,4.1,i,7,·,·,5.6,485
CC1=C(C)/C(=N\OC(=O)/C=C/c2ccccc2)C=CC1=O,i,0.054,-0.15,-0.16,-0.45,-0.22,1459,6,3,22%,3.1,1.8,0.4,i,4,·,·,0.2,1369
Cc1ccc(-c2cc(-c3n[nH]c(=S)o3)c3ccccc3n2)cc1,i,0.53,-0.23,0.6,-0.53,0.25,1163,28,3,12%,1.9,2.2,3.4,i,-6,5,768,-1.3,514
CCc1cccc(C)c1NC(=S)N(CCN(C)C)C(C)c1ccco1 (stereo not drawn),i,-0.11,-0.28,0.82,-0.37,-0.8,1067,·,·,8%,·,·,·,·,·,-4,711,0.5,1367
COc1ccc(NC(=O)CCN2CCN(S(=O)(=O)c3ccc(C(C)C)cc3)CC2)cc1,i,-0.85,-0.28,-0.51,2,·,·,·,·,1%,3.5,3.4,14,i,3,10,823,·,·
O=C(c1cccc(S(=O)(=O)Nc2ccccc2Cl)c1)N1CCN(C(=O)c2ccco2)CC1,i,-0.046,-0.34,-0.53,1.1,-0.92,1211,-21,-12,9%,1.9,1.2,0.1,i,-19,-27,643,3.0,1079
O=C(NCC(=O)N(Cc1ccco1)C(C(=O)NC1CCCCC1)c1ccncc1)c1cccs1 (stereo not drawn),i,-1.5,-0.26,-0.43,0.98,-0.09,976,·,·,5%,·,·,·,·,·,-28,660,-0.2,1396
O=C(N/N=C\c1ccccn1)C1c2ccccc2Oc2ccccc21,i,-0.37,-0.3,0.17,0.0073,0.18,1461,27,-1,2%,1.9,2.4,1.2,i,-4,0,720,2.2,930
Cc1ccc(NS(=O)(=O)c2cccc(C(=O)Nc3c(C)n(C)n(-c4ccccc4)c3=O)c2)cc1,i,1.4,-0.19,0.89,-1.7,0.08,1425,·,·,10%,·,·,·,·,·,-26,680,-1.9,1109
CCc1ccc(NC(=S)N(Cc2ccccc2)Cc2ccccn2)cc1,i,-0.69,-0.24,-0.52,0.3,-0.97,1209,68*,45*,-9%,2.6,2.7,11,i,4,4,671,0.2,1062
CS(=O)(=O)n1nc(-c2cccnc2)nc1NCc1ccccc1,i,1.1,-0.35,1.1,1,-0.26,1537,-4,-4,7%,3.3,1.1,0.8,i,-15,5,666,-4.8,1169
NC(=O)C1CCN(C(=O)CNC(=O)c2ccccc2)CC1,i,-1.1,-0.23,-0.33,0.69,0.22,1228,-9,5,8%,5.3,2.3,6.2,i,5,16,731,-1.5,1075
Cc1c(C(=O)NCCc2ccc(S(N)(=O)=O)cc2)cccc1[N+](=O)[O-],i,0.48,-0.064,-0.088,0.034,·,·,-5,-23,-4%,3.1,3.0,10.0,i,-1,-1,666,-0.4,1472
O=C(O)c1cc(C(=O)O)c(-c2ccccc2)c(C(=O)O)c1,i,0.42,-0.22,0.64,-0.93,-0.64,1519,·,·,-2%,5.8,3.5,8.5,i,-18,·,·,-2.5,947
Fc1ccc(CNC(=S)Nc2ccc(Cl)cc2)cc1,i,-0.67,-0.17,-0.46,0.038,-0.03,1517,23,4,2%,1.6,1.1,10,i,6,·,·,-0.8,1357
COc1cc(C2C(C#N)=C(N)N(c3sc4c(c3C#N)CCCC4)C3=C2C(=O)CC(C)(C)C3)cc(OC)c1OC (stereo not drawn),i,0.29,0.017,-0.49,-0.6,·,·,-8,-3,12%,3.3,1.4,9.7,i,-23,·,·,·,·
CCC1CCCCN1C(=O)CSc1nc(N)c(NC(=O)c2ccco2)c(=O)[nH]1 (stereo not drawn),i,0.13,0.22,0.26,0.092,1.1,1833,0,5,-8%,2.9,2.6,9.8,i,-8,1,572,-5.1,1107
COc1cc(/C=N/n2cnnc2)ccc1OC(=O)c1ccco1,i,-0.66,-0.28,-0.29,0.7,·,·,14,14,20%,1.4,2.9,9.1,i,17,-28,556,2.4,785
C=CCNC(=O)C(C#N)c1nc2ccccc2nc1N1CCCCCC1 (stereo not drawn),i,-1.1,-0.17,-0.63,2,0.12,1240,8,4,14%,3.7,2.0,3.7,i,7,·,·,-0.4,1204
NNc1nc(Nc2ccccc2)nc(Nc2ccccc2)n1,i,2.3,-0.037,0.92,-2.2,·,·,17,-18,-8%,4.1,2.4,1.0,i,20,-2,671,-4.3,1052
COc1cccc(OC)c1C(=O)Nc1c(C)n(C)n(-c2ccccc2)c1=O,i,0.58,-0.17,0.48,-0.62,·,·,-12,0,5%,4.5,4.3,9.0,i,-5,·,·,-1.4,1016
O=C(Cn1c(=O)oc2ccccc21)NC(=O)NCc1ccco1,i,-0.21,0.61,0.26,0.26,0.06,842,15,18,14%,1.9,1.0,10,i,5,0,783,·,·
Cc1cccc(Cn2c(Sc3nc(C)cs3)nc3c2c(=O)[nH]c(=O)n3C)c1,i,1.1,-0.063,0.83,-0.18,0.12,1332,-6,3,20%,4.8,2.4,5.6,i,-1,·,·,-3.8,1098
# Additional compounds follow.
SMILES,Yfh1-off respiration,Dynein cargo inh,Dynein cargo inh cytoplasmic EGFP,Dynein cargo inh nuclear GR-EGFP,Dynein cargo inh cell count,Insulin prom up,Insulin prom up cell count,WT yeast gro inh,WT yeast gro inh mutant strain,HEK293 NOD2/NF-kB,MT stabilizer,MT stabilizer Hoechst-high %,MT stabilizer cytotoxicity %,Autophagy HCS,Autophagy HCS cell loss 18 h,Lipid droplet,Lipid droplet cells 6.5 µM,bCat nuc transl,bCat nuc transl cell count 5 µM
O=[N+]([O-])c1ccc(Sc2nc3ccccc3o2)c([N+](=O)[O-])c1,i,-1.8,0.21,-0.83,2.3,1.3,887,75,97,-15%,1.5,1.1,2.2,i,32,5,771,·,·
Cc1cccc(Nc2nnc(SCC(=O)NC(=O)Nc3ccc4c(c3)OCCO4)s2)c1,i,0.42,-0.29,0.11,-0.36,0.25,1315,-4,-11,-6%,2.1,7.6,14,i,-10,-25,621,0.7,890
COc1ccc2c(Cl)c(-c3nnc(SCC(=O)c4ccccc4)n3C)sc2c1,·,1.2,-0.085,1.1,-0.47,-0.31,1042,21,1,17%,2.4,1.4,6.9,i,0,-5,791,3.2,1174
CCN(CC)S(=O)(=O)c1cccc(NC(=O)CNC2CCCCCC2)c1,·,0.043,0.16,0.63,-0.22,0.02,1092,·,·,11%,·,·,·,·,·,8,709,-0.6,1322
COC(c1ccccc1)c1nnc(CCC(=O)NC2CCCCC2)o1 (stereo not drawn),i,0.12,-0.35,0.36,0.63,0.22,1399,-5,-21,-8%,·,·,·,i,10,0,773,1.1,962
Cc1nnc2sc(-c3ccncc3)nn12,i,-0.63,-0.2,-0.077,0.045,0.02,1234,·,·,18%,5.4,2.8,3.4,i,-5,·,·,-2.1,856
CCC(=O)Nc1ccc(C(=O)NNC(=O)c2ccccc2)cc1,i,-0.37,-0.28,-0.054,0.28,-0.67,1365,-1,-7,10%,2.6,2.6,11,i,-4,12,687,-1.0,1098
Cc1nc2ccccc2n1S(=O)(=O)c1ccc(Br)cc1,i,1.8,0.26,1.5,-1.8,0.14,1320,2,-2,-11%,4.1,3.7,14,i,-12,0,729,-2.4,538
C/C(Cc1ccccc1)=N\NC(=O)CNC(=O)c1ccc(Cl)cc1,i,0.083,-0.27,-0.37,0.99,0.38,1527,·,·,-6%,·,·,·,·,·,10,698,-2.6,1090
O=C(CCc1nnc(Cc2ccc(-c3ccccc3)cc2)o1)NCCc1ccccn1,i,0.67,-0.29,0.16,0.017,0.51,1357,15,2,23%,1.3,1.2,0.2,i,6,-13,703,0.3,963

# By substructure, the compounds so far containing fluorine.
SMILES,Yfh1-off respiration,Dynein cargo inh,Dynein cargo inh cytoplasmic EGFP,Dynein cargo inh nuclear GR-EGFP,Dynein cargo inh cell count,Insulin prom up,Insulin prom up cell count,WT yeast gro inh,WT yeast gro inh mutant strain,HEK293 NOD2/NF-kB,MT stabilizer,MT stabilizer Hoechst-high %,MT stabilizer cytotoxicity %,Autophagy HCS,Autophagy HCS cell loss 18 h,Lipid droplet,Lipid droplet cells 6.5 µM,bCat nuc transl,bCat nuc transl cell count 5 µM
Cc1ccc(NC(=O)C2=CCN(S(=O)(=O)c3ccc(F)cc3)CC2)cc1,·,-0.45,-0.19,0.57,0.18,0.33,1365,6,-21,7%,2.4,2.2,4.1,i,7,·,·,5.6,485
Fc1ccc(CNC(=S)Nc2ccc(Cl)cc2)cc1,i,-0.67,-0.17,-0.46,0.038,-0.03,1517,23,4,2%,1.6,1.1,10,i,6,·,·,-0.8,1357

# Compound activity (PubChem)
